High-throughput results from PubChem.
Jurkat NFkB inh: inhibitors of the PMA/ionomycin-induced NF-kB reporter in Jurkat cells | AID 435003 | 0.53% of 330,000 active | inhibition, % at 4 µM | PMA/ionomycin-induced NF-kB luciferase reporter, luminescence; in the data active = inhibition above about 50%
tim10-1 inh: growth inhibitors of tim10-1 mutant yeast; 2.2% of 330,000 active; S. cerevisiae tim10-1 ts strain growth, BacTiter-Glo, 24 h; inhibition, % at 20 µM;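 active = inhibition of at least 40%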;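 also: mutant grown at 25 °C; 0% = DMSO wells with yeast and 100% = wells holding no yeast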
CHOP UPR activ: apoptotic UPR (CHOP) activation; CHO-CHOP luciferase reporter, luminescence; percent of tunicamycin response over DMSO baseline; activation, % at 10 µM; 0.34% of 330,000 active; AID 449763;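 active = at 10 µM dose, activation of 40% or more, normalized to positive control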;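 also: 100% = tunicamycin at 10 µg/mL and 0% = DMSO alone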
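Dosing – one dose, 10 µM in 0.5% DMSO · System – CHO-CHOP cells, stable luciferase reporter of PERK-eIF2a-CHOP signalling · Input – 500 cells/well · Control set – tunicamycin 10 µg/mL final as positive, DMSO-only wells as negative · Timing – 6 h compound treatment, 37 °C · Measure – % activation vs tunicamycin · Technique – luminescence read with Steady-Glo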
Mdm2-MdmX inh: disrupts the human Mdm2-MdmX interaction. SaOS-2 split-luciferase Mdm2/MdmX complementation, luminescence. O15151+Q00987. inhibition, % at 8 µM. 3% of 330,000 active;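 active = inhibition of at least 50% at 8 µM in the primary screen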
Target sequence (O15151 whole entry, looked up): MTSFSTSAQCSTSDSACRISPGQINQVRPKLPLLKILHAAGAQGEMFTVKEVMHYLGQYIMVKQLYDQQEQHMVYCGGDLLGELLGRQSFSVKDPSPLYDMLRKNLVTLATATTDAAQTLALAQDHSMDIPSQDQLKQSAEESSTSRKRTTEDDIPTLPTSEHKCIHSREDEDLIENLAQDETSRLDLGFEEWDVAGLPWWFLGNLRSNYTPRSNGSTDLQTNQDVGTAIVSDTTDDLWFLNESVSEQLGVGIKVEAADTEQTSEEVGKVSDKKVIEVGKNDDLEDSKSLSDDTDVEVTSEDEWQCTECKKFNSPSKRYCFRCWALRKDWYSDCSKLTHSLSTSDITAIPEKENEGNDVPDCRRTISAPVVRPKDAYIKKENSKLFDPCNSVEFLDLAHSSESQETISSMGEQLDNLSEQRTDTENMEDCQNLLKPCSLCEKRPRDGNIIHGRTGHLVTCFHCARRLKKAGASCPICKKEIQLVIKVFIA
Target sequence (Q00987 whole entry, looked up): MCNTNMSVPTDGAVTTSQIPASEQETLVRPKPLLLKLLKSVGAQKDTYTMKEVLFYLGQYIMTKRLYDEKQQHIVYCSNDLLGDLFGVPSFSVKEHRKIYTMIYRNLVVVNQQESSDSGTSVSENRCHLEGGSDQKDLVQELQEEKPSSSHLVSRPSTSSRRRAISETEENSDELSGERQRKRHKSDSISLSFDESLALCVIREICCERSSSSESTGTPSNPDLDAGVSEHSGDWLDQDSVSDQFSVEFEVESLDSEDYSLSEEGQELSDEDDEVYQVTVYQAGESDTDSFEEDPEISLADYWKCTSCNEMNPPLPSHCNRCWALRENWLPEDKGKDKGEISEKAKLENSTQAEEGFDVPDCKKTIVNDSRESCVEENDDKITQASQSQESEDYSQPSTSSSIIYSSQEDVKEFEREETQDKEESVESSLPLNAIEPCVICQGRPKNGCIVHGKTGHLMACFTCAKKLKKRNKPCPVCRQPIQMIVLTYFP
tim23-1 inh: tim23-1 yeast growth inhibition; AID 463212; inhibition, % at 20 µM; 1.3% of 330,000 active; S. cerevisiae tim23-1 growth, BacTiter-Glo luminescence, 24 h;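 active = growth inhibition of the mutant yeast at or above 50%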;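 also: temperature-sensitive mutant grown at 25 °C; plate controls were DMSO-treated mutant yeast for no effect and medium wells lacking yeast for full effect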
TIM10 inh: TIM10 yeast growth inhibition | S. cerevisiae TIM10 strain growth, BacTiter-Glo luminescence, 24 h | 1.4% of 330,000 active | inhibition, % at 10 µM;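 active = inhibition of 40% or more at the single tested concentration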;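 also: wild-type TIM10 isogenic control strain grown at permissive 25 °C; 0% = DMSO yeast wells and 100% = minimal medium wells without yeast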
697 NFkB inh: inhibitors of the PMA/ionomycin-induced NF-kB reporter in 697 B cells; 697 B-cell NF-kB luciferase reporter, 16 h; inhibition, % at 4 µM; 0.33% of 330,000 active; AID 435022; in the data active = inhibition above about 35%
UPR XBP1 act: activators of adaptive arm of unfolded protein response (XBP1); 0.33% of 330,000 active; AID 463104; CHO-XBP1 luciferase reporter, IRE1-XBP1 UPR activation, luminescence; percent of tunicamycin response, DMSO as zero; activation, % at 20 µM;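 active = versus positive control, 20 µM dose yields 30% or more activation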;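 also: 100% = tunicamycin at 10 µg/mL and 0% = DMSO only wells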
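Material: CHO cell line with stable XBP1 luciferase reporter; schedule: 16-18 h cell attachment at 37 °C, then 6 h compound exposure; signal: glow luminescence from Steady-Glo reagent; medium: serum-containing F12 medium, 10% FBS; benchmarks: tunicamycin 10 µg/mL and vehicle-only wells; read-out: percent activation relative to tunicamycin reference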
Starred values were filed as active, the others as inactive.

Order of results: 697 NFkB inh | tim23-1 inh | TIM10 inh | CHOP UPR activ | Mdm2-MdmX inh | tim10-1 inh | UPR XBP1 act | Jurkat NFkB inh
1: CCN(CC)P(=O)(Nc1ccc([N+](=O)[O-])cc1)c1c(C)nn(CCC#N)c1NC(=O)c1ccc(Cl)cc1Cl (stereo unspecified)
→ 3 | 12 | 15 | -0.5 | -11 | 11 | -3 | -1
2: Cc1ccc(C(=O)Nc2cccc3ccccc23)o1
→ -7 | 26 | 0 | 3.4 | 6 | -7 | 5 | -4
3: Cc1ccc(OCC(=O)O/N=C(\N)Cc2cccs2)cc1C
→ -7 | 38 | 23 | 0.6 | -18 | 44* | -1 | -16
4: Cc1nc2ccccc2c2oc(C(=O)NCCN3CCCCC3C)cc12 (stereo unspecified)
→ -6 | 4 | -13 | 0.5 | 14 | -6 | 2 | -9
5: Cc1ccc(S(=O)(=O)N2CCNC(=O)CC2)cc1
→ 30 | 3 | -4 | 0.9 | 8 | 11 | 1 | 1
6: COC(=O)c1oc2ccc(Br)cc2c1NC(=O)c1ccccc1
→ 7 | 17 | 4 | 9.9 | 41 | 11 | 4 | -6
7: Cc1[nH]c2ccccc2c1/C=N/NC(=O)CNC(=O)Cc1ccccc1
→ -32 | 0 | 5 | -1.8 | 13 | -2 | -5 | -4
8: NNC(=O)COc1ccccc1[N+](=O)[O-]
→ -5 | -14 | 3 | 0.6 | -12 | -2 | 10 | -7
9: Cc1cc([N+](=O)[O-])cc([N+](=O)[O-])c1NCC(C)C
→ 14 | 27 | 30 | 0.4 | 10 | 34 | 0 | 9
10: CN(C)c1cncc(C(=O)O)c1
→ 7 | -7 | 4 | -0.9 | 4 | 8 | 0 | 9
11: CCOc1ccc(Nc2nc(N)c([N+](=O)[O-])c(N3CCOCC3)n2)cc1
→ 8 | 5 | -2 | 1.8 | 12 | 3 | 2 | -5
12: CNC(=O)CN1C(=O)NC2(CCc3ccccc32)C1=O (stereo unspecified)
→ -37 | 3 | -11 | 0.3 | 6 | 1 | -1 | -71
13: CN1CCN(C(=O)c2ccc3ccccc3c2)CC1
→ -7 | 10 | 6 | -1.2 | 1 | -2 | 2 | -17
14: Cc1nc2cc(NC(=O)NC3CC3)ccc2n1C
→ -26 | 20 | 8 | -0.6 | -3 | -1 | -2 | -21
15: Cc1nnc2ccc(N3CCN(C(=O)c4ccccc4)CC3)nn12
→ 3 | -6 | -1 | -1.2 | 0 | 5 | -3 | 3
16: Cc1ccc(C(=O)NCCCN2CCOCC2)o1
→ 5 | -6 | 0 | 13 | -11 | 7 | -2 | 5
17: CN(c1ccc(C(=O)NCc2cccnc2)cc1)S(C)(=O)=O
→ 2 | 8 | 7 | -0.6 | -2 | 6 | -2 | 8
18: CC(Oc1cccc(Cl)c1)C(=O)Nc1ccccc1C(=O)N1CCCCC1 (stereo unspecified)
→ -5 | 23 | 16 | 1.1 | 10 | 26 | -1 | -1
19: CCn1nc(C)c(CNC(=O)Nc2ccc3c(c2)OCO3)c1C
→ -6 | 11 | -2 | 3.2 | -27 | 13 | 0 | -38
20: CCCC(=O)Nc1ccc(C(=O)Nc2nnc(COC)s2)cc1
→ 14 | -8 | -15 | -0.7 | 3 | 17 | 3 | -9

11 compounds from above, arranged by molar mass, low to high:
Order of results: 697 NFkB inh | tim23-1 inh | TIM10 inh | CHOP UPR activ | Mdm2-MdmX inh | tim10-1 inh | UPR XBP1 act | Jurkat NFkB inh
14: Cc1nc2cc(NC(=O)NC3CC3)ccc2n1C
→ -26 | 20 | 8 | -0.6 | -3 | -1 | -2 | -21
13: CN1CCN(C(=O)c2ccc3ccccc3c2)CC1
→ -7 | 10 | 6 | -1.2 | 1 | -2 | 2 | -17
5: Cc1ccc(S(=O)(=O)N2CCNC(=O)CC2)cc1
→ 30 | 3 | -4 | 0.9 | 8 | 11 | 1 | 1
12: CNC(=O)CN1C(=O)NC2(CCc3ccccc32)C1=O (stereo unspecified)
→ -37 | 3 | -11 | 0.3 | 6 | 1 | -1 | -71
17: CN(c1ccc(C(=O)NCc2cccnc2)cc1)S(C)(=O)=O
→ 2 | 8 | 7 | -0.6 | -2 | 6 | -2 | 8
20: CCCC(=O)Nc1ccc(C(=O)Nc2nnc(COC)s2)cc1
→ 14 | -8 | -15 | -0.7 | 3 | 17 | 3 | -9
7: Cc1[nH]c2ccccc2c1/C=N/NC(=O)CNC(=O)Cc1ccccc1
→ -32 | 0 | 5 | -1.8 | 13 | -2 | -5 | -4
11: CCOc1ccc(Nc2nc(N)c([N+](=O)[O-])c(N3CCOCC3)n2)cc1
→ 8 | 5 | -2 | 1.8 | 12 | 3 | 2 | -5
6: COC(=O)c1oc2ccc(Br)cc2c1NC(=O)c1ccccc1
→ 7 | 17 | 4 | 9.9 | 41 | 11 | 4 | -6
18: CC(Oc1cccc(Cl)c1)C(=O)Nc1ccccc1C(=O)N1CCCCC1 (stereo unspecified)
→ -5 | 23 | 16 | 1.1 | 10 | 26 | -1 | -1
1: CCN(CC)P(=O)(Nc1ccc([N+](=O)[O-])cc1)c1c(C)nn(CCC#N)c1NC(=O)c1ccc(Cl)cc1Cl (stereo unspecified)
→ 3 | 12 | 15 | -0.5 | -11 | 11 | -3 | -1

Additional results
Order of results: 697 NFkB inh | tim23-1 inh | TIM10 inh | CHOP UPR activ | Mdm2-MdmX inh | tim10-1 inh | UPR XBP1 act | Jurkat NFkB inh
21: CCC(=O)c1ccc(OCC(=O)Nc2cccc(S(=O)(=O)N(C)c3ccccc3)c2)cc1
→ 11 | 2 | 8 | 0.6 | 16 | 7 | -4 | -3
22: CN(C)CCNC(=S)NC1CCCCC1
→ -6 | 7 | -10 | -0.6 | -14 | 12 | 7 | -7
23: N/C(=N\OC(=O)/C=C/c1ccccc1Cl)c1cccnc1
→ -125 | 12 | 4 | 3.8 | -81 | 14 | 4 | -94
24: CS(=O)(=O)N1CCC(C(=O)Nc2cccc([N+](=O)[O-])c2)CC1
→ 16 | 6 | 10 | 3.6 | 5 | 9 | -4 | 4
25: C[C@@]12CCC=C[C@H]1[C@H](c1ccc3ccccc3c1Br)N(Cc1ccccc1)C2=O
→ -2 | 47 | 19 | 3.7 | 50* | 32 | -4 | 7
26: Nc1n[nH]c(-c2ccc(F)cc2)n1
→ 20 | -8 | -11 | -3.0 | -4 | 5 | 1 | -8
27: O=C(NCCO)C(=O)c1c(-c2ccccc2)cc2ccccn12
→ 13 | 5 | -32 | 0.7 | 7 | 21 | 3 | -2
28: CCO[C@H]1OC(C(=O)N2CCN(C)CC2)=C[C@@H](C(C)(C)C)[C@@H]1CCCO
→ -1 | 13 | -1 | 3.2 | 9 | 11 | 4 | 14
29: Cc1ccc(NC(=O)NCc2cccn2C)cc1C
→ -8 | 1 | 1 | 4.2 | -3 | 5 | 1 | -40
30: O=C(CSc1nnc(-c2c[nH]c3ccccc23)o1)c1ccccc1
→ -63 | 16 | 6 | 4.4 | 12 | 18 | 5 | -72
31: CCCn1c(C(O)c2cc(OC)ccc2OC)nc2ccccc21 (stereo unspecified)
→ -18 | 2 | 13 | -2.4 | -19 | 7 | -3 | -7
32: COc1ccc(S(=O)(=O)N2CCOCC2)cc1NC(=O)COC(=O)C1=COCCO1
→ 13 | 4 | -17 | 1.6 | 8 | 15 | -1 | 4
33: O=C(CSc1nnc(CNc2ccc(Cl)cc2)n1Cc1ccccc1)NCc1ccco1
→ -23 | 14 | 6 | -1.0 | -2 | 10 | -1 | -6
34: Cc1ccc(NC(=O)CSc2ccc(-c3cccnc3)nn2)cc1
→ 0 | 14 | 14 | -1.1 | 2 | -4 | -2 | 8
35: COC(=O)Cn1cc(C(=O)c2ccco2)c2ccccc21
→ -4 | 1 | 6 | 1.1 | 0 | 4 | 2 | 0
36: CSCCC(NC(=O)c1ccccc1Br)C(=O)NCC(c1ccco1)N1CCCCC1 (stereo unspecified)
→ -19 | -14 | -1 | 1.7 | 0 | -17 | -2 | 6
37: CC1CN(C(=O)c2ccc(-c3ccccc3Cl)o2)CC(C)O1 (stereo unspecified)
→ -28 | 30 | 1 | 1.9 | -20 | 26 | 0 | -36
38: CC(C)(C)c1nc2sc3c(c2c(=O)o1)CCCC3
→ -1 | 10 | 4 | 0.0 | -24 | 9 | 1 | -10
39: Cc1ccsc1/C=N\NC(=O)CC(=O)NCc1ccccc1
→ 0 | 0 | -6 | 0.9 | 16 | -2 | 0 | 0
40: O=C1C2=C(c3ccccc31)[N+](=O)C1CCCCC1N2[O-] (stereo unspecified)
→ 6 | 14 | -5 | 4.1 | 28 | 11 | -2 | -18
41: O=C1C2C(c3ccccc3)CC=CC2[C@H](c2ccc(C(F)(F)F)cc2)N1Cc1ccccc1 (stereo partly specified)
→ -75 | 65* | 75* | 15 | 79* | 66* | 2 | 6
42: Cc1[nH]c(C)c(S(=O)(=O)NCc2ccc(OC(C)C)cc2)c1C(=O)N1CCCC1
→ -1 | -15 | -9 | -2.6 | 11 | -19 | -3 | -2
43: O=C(O)/C=C/C(=O)NCCc1ccccc1
→ 4 | 10 | -3 | -0.5 | 14 | -2 | -3 | 1
44: COc1ccc(N2CCCn3c2nc2c3c(=O)n(CCCc3ccccc3)c(=O)n2C)cc1
→ -5 | 13 | 20 | 0.0 | 20 | 21 | -1 | 24
45: COc1ccc(NC(=O)CSc2nc(C)cc(C)n2)cc1
→ -2 | 3 | 0 | 0.1 | -16 | -3 | 4 | 9
46: O=C(Nc1ccc(S(=O)(=O)Nc2cnc3ccccc3n2)cc1)c1ccc(Br)o1
→ 9 | 13 | 27 | -3.0 | 5 | 6 | -1 | 1
47: Cn1c(=O)oc2cc(S(=O)(=O)N3CCCC3)ccc21
→ 8 | 14 | 3 | -0.9 | 31 | -2 | -2 | -1
48: Cc1ccc(OCCC(=O)O)cc1
→ 4 | -13 | 12 | 0.1 | 19 | 4 | -1 | 0
49: Cc1cc(C)cc(OCC(=O)Nc2ccc3c4c(cccc24)CC3)c1
→ 16 | 6 | 2 | -0.6 | 28 | 7 | -1 | 13
50: S=c1nc(-c2ccccc2)n(CCCN2CCOCC2)c2c1CCCC2
→ 9 | 0 | 3 | 5.4 | 21 | -7 | 0 | 3
51: COc1ccc(C2CC(O)(c3ccccc3)Oc3cc(OC)ccc32)cc1 (stereo unspecified)
→ 19 | 2 | 3 | 4.5 | 43 | 25 | 1 | 13
52: CCC(C)(C)n1nnnc1C(c1ccc2ncccc2c1)N1CCN(c2nc3ccccc3s2)CC1 (stereo unspecified)
→ -38 | 25 | 16 | 1.0 | 19 | 14 | -4 | -17
53: Cc1c(C)n(C)c2ccc(C(=O)NCCCN(C)C3CCCCC3)cc12
→ -45 | 13 | 17 | -1.2 | -19 | 3 | -1 | -14
54: Cc1ccc(NC(=S)N2CCCCCC2)cc1
→ -35 | 1 | 8 | 5.2 | -5 | 5 | 3 | -45
55: CC(C)(C)OC(=O)NCC(=O)N1CCC(C(=O)O)CC1
→ -10 | 11 | -7 | -4.9 | 21 | 5 | -2 | 8
56: COc1cccc(NC(=S)NC(=O)Cc2ccccc2)c1
→ -4 | 43 | 24 | 2.9 | 2 | 31 | 0 | -6
57: CCOc1ccccc1NC(=O)CCn1nc(C)c(S(=O)(=O)N2CCCCC2)c1C
→ 0 | 10 | 13 | 1.0 | 18 | 20 | -5 | 15
58: CC(C)(C)c1ccc(CN2C(=O)c3ccccc3S2(=O)=O)cc1
→ -81 | 22 | 11 | 0.2 | -5 | 15 | 1 | -62
59: COc1ccc(-n2nc3c(c2NC(=O)C(C)C)CSC3)cc1
→ -23 | 15 | -5 | -1.3 | -10 | 11 | -4 | 3
60: CC1CCN(CC(=O)N2CC(=O)Nc3ccccc32)CC1
→ 5 | -6 | -1 | 1.4 | 6 | 7 | 0 | 16
